aSyn tox rescue = inhibitors of alpha-synuclein toxicity in yeast; AID 1347070; Potency, µM (doses to about 46.1 µM), inactives show at the top dose growth rescue (activation), most hits filed as activators; 0.02% of 94,000 active; S. cerevisiae alpha-synuclein toxicity rescue, BacTiter-Glo growth, 24 h; active means well fitted activation curve with a large enough effect; inconclusive means small, poorly fitted or top-dose-only effect; further: 0% is about no effect
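Growth restoration measured by BacTiter-Glo luminescence after 24 hr at 30 deg C; alpha-synuclein yeast, raffinose-pregrown to mid-log, were added at OD600=0.02 in galactose medium onto pinned compounds.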
* marks the source's active call; other numbers are inactive results; ? = inconclusive; [ ] = another dose, or the depositor's remark. Potency means the concentration at half of the fitted maximal effect.

Preview:
| SMILES | aSyn tox rescue |
| --- | --- |
| COc1ccc(-c2nc(CN3CCC(C(=O)NCCCN4CCN(c5ccccc5F)CC4)CC3)c(C)o2)cc1OC | -40.8%[inhibitor] |
| CSc1ncc(C(=O)N2CCN(c3ccc(Cl)cc3)CC2)c(C)n1 | -12.0% |
| Cc1cccc(NC(=O)Cn2nc(N3CCN(c4ccccc4)CC3)ccc2=O)c1C | 0.8% |

Results, repeating the preview:
| SMILES | aSyn tox rescue |
| --- | --- |
| COc1ccc(-c2nc(CN3CCC(C(=O)NCCCN4CCN(c5ccccc5F)CC4)CC3)c(C)o2)cc1OC | -40.8%[inhibitor] |
| CSc1ncc(C(=O)N2CCN(c3ccc(Cl)cc3)CC2)c(C)n1 | -12.0% |
| Cc1cccc(NC(=O)Cn2nc(N3CCN(c4ccccc4)CC3)ccc2=O)c1C | 0.8% |
| O=C(OCCN=C1NS(=O)(=O)c2ccccc21)c1ccccc1F | 2.9% |
| COc1cccc(CNC(=O)CSc2nc(=O)[nH]c3c2CCC3)c1 | -5.5% |
| CC(C)CCNC(=O)c1ccc2c(c1)NC(=O)C(CS(=O)(=O)Cc1cccc(Br)c1)N2 (stereo unspecified) | -11.7% |
| Cc1cccc(NC(=O)N2CCC(CN3CCc4ccccc4C3)CC2)c1C | 3.5% |
| CC(Oc1ccc(-c2ccccc2)cc1)C(=O)N/N=C/c1cccnc1 (stereo unspecified) | 9.2% |
| O=C(COC(=O)/C=C/c1cccc(Br)c1)NCCc1ccccc1 | 0.0% |
| CCOc1ccc(CCNC(=O)c2cn(C)c3ccc(S(=O)(=O)N4CCCCCC4)cc3c2=O)cc1OCC | 3.4% |
| CCCS(=O)(=O)c1c(S(=O)(=O)CCC)c2c(N)cccn2c1C(=O)c1ccc(OC)cc1 | 3.5% |
| Cc1ccc(CN2CCSc3ccc(C(=O)NCCc4ccccc4)cc32)cc1 | -9.3% |
| COc1ccc(CNC(=O)/C=C/c2ccco2)cc1OC | -0.4% |
| CCn1ccc2cc(S(=O)(=O)N3CCC(C(=O)NCCc4ccc(C)cc4)CC3)ccc21 | 8.0% |
| CCCCC(=O)Nc1cccc(C(=O)Nc2ccccc2C(=O)O)c1 | -12.0% |
| O=C(CSc1nnc(-c2ccccc2Cl)o1)N1CCOCC1 | 1.4% |
| C[C@H](CO)N1C[C@H](C)[C@H](CN(C)Cc2ccccc2)Oc2ncc(Br)cc2C1=O | -0.5% |
| CCOC(=O)C1CCN(c2nc3c(S(=O)(=O)c4ccccc4)nnn3c3ccsc23)CC1 | -1.5% |
| CN(C(=O)COC(=O)c1cc([N+](=O)[O-])ccc1N1CCOCC1)C1CCCCC1 | 0.8% |
| CC1CC(C)CN(S(=O)(=O)c2cc3c4c(c2)CCN4C(=O)CC3)C1 (stereo unspecified) | 10.6% |
| Cc1ccc(CNC(=O)C2CCC(CNS(=O)(=O)c3ccc4c(c3)CCCC(=O)N4)CC2)cc1 (stereo unspecified) | 0.2% |
| Cc1ccc(-n2nc3c(N4CCC(C(=O)NCCc5ccccc5)CC4)nnc(C)c3c2C)cc1 | 5.6% |
| Cc1ccc(C)c(NS(=O)(=O)c2cc3c4c(c2)C(C)C(=O)N4CCC3)c1 (stereo unspecified) | -8.2% |
| COC(=O)C1=C(C)NC(=S)NC1c1sccc1C (stereo unspecified) | -8.6% |
| Cc1nn(CC(=O)NCc2cccnc2)c(C)c1[N+](=O)[O-] | -2.0% |
| CC(C)(C)OC(=O)N1CCC(c2c(C(=O)NCc3ccccn3)cnn2-c2ccccc2)CC1 | -2.1% |
| CCOc1ccc(CNC(=O)C2CCCN(S(=O)(=O)N(CC)c3ccc(OCC)cc3)C2)cc1 (stereo unspecified) | 8.9% |
| CC(C)CNC(C)C(=O)Nc1ccc(S(N)(=O)=O)cc1 (stereo unspecified) | 6.9% |
| COc1ccc(CC(=O)N2CCc3cc(OC)c(OC)cc3C2COc2ccc3c(C)cc(=O)oc3c2)cc1OC (stereo unspecified) | 7.3% |
| CCN(CC)S(=O)(=O)c1ccc(N2CC(C(=O)NCCc3c[nH]c4ccccc34)CC2=O)cc1 (stereo unspecified) | 2.0% |
| CSCc1cc(N2CCOCC2)nc(SCc2ccc(Cl)cc2Cl)n1 | 8.0% |
| CCOc1cc(/C=N\NC(=O)OC(C)(C)C)ccc1OC(=O)c1ccco1 | -3.1% |
| CN1CCc2c(sc3c2C(=O)NC(c2ccccc2)N3)C1 (stereo unspecified) | 11.9% |
| COc1ccc(N2CCN(CCCNC(=O)c3cnn(-c4ccc(C)cc4)c3-n3cccc3)CC2)cc1 | -2.8% |
| O=C(CN1c2cccc3cccc(c23)S1(=O)=O)NCc1ccccc1Cl | -2.8% |
| Cc1ccc(Sc2cc(C(=O)NCCCN(C)C)c3ccccc3n2)cc1 | 12.7% |
| CC(=O)N1CCCc2cc(S(=O)(=O)N3CCCC(C(=O)Nc4ccc(C)c(F)c4)C3)ccc21 (stereo unspecified) | 1.3% |
| Cc1cc(Cl)ccc1NS(=O)(=O)c1cc2[nH]c(=O)c(=O)[nH]c2cc1C | 0.7% |
| CCOc1ccc(N(CC(=O)Nc2ccc(C)c(C)c2)S(=O)(=O)c2c(C)[nH]c(=O)[nH]c2=O)cc1 | 2.6% |
| COc1ccc(/C=C/CN2CCC(CO)(Cc3ccccc3Cl)CC2)cc1 | 0.7% |
| O=C(Nc1cccc(S(=O)(=O)N2CCCCCC2)c1)C1CCN(C(=O)c2ccc(Cl)cc2)CC1 | -5.3% |
| O=C(NCc1ccco1)c1ccc(N2CCCCC2)c([N+](=O)[O-])c1 | 14.8% |
| COC(=O)c1ccc(CSc2nc3c(c(=O)[nH]2)CCC3)cc1 | 2.2% |
| Cc1ccc(NS(=O)(=O)c2cccc([N+](=O)[O-])c2)nc1 | 0.5% |
| COc1ccc(/C=C2\CCCCC2=O)cc1 | -4.6% |
| O=C(Nc1ccc(F)cc1)Nc1nnc(SCC(=O)N2CCCCC2)s1 | 2.7% |
| CCn1cc(C(=O)NCc2ccc(Cl)cc2)c(=O)c2cc(S(=O)(=O)N3CCc4ccccc4C3)ccc21 | -2.5% |
| Cc1cccc(-c2nc(CS(=O)CC(=O)NCC3CCCO3)c(C)o2)c1 (stereo unspecified) | 11.5% |
| Cc1ccc(NC(=O)CSc2cn(CC(=O)N3CCCCCC3)c3ccccc23)cc1 | 3.1% |
| N#Cc1c(-c2ccccc2)ccnc1N1CCOCC1 | 0.8% |
| COc1ccc(C2=CC(c3ccccc3Cl)n3nc(-c4ccc(Cl)cc4)nc3N2)cc1 (stereo unspecified) | -19.1% |
| Cc1ccc(OCCNC(=O)CNC(=O)c2ccc3c(c2)OCO3)cc1 | 3.4% |
| CC(OC(=O)c1ccccc1NCCO)C(=O)Nc1ccc(S(=O)(=O)N2CCOCC2)cc1 (stereo unspecified) | 2.4% |
| CCCC(=O)N1CCc2cc(OC)c(OC)cc2C1COc1ccc2c(C)cc(=O)oc2c1 (stereo unspecified) | 2.3% |
| CCOC(=O)c1sc2ccccc2c1OC(=O)c1ccc(C)cc1 | -10.8% |
| O=C(NCCCn1ccnc1)c1nn2c(C(F)(F)F)cc(-c3ccccc3)nc2c1Cl | -2.1% |
| CCOc1ccc(OCCC(=O)N2CCc3cc(OC)c(OC)cc3C2)cc1 | -8.5% |
| CCN(c1ccccc1)S(=O)(=O)c1ccc(NC(=O)c2nc(SC(C)C)ncc2Cl)cc1 | 5.1% |
| CCOC(=O)/C(C#N)=C/c1cn(CCC(=O)O)nc1-c1ccc(Br)cc1 | -8.4% |
| CNC(=O)c1ccsc1NC(=O)CS(=O)(=O)c1ccc(F)cc1 | 2.5% |

The list continues:
| SMILES | aSyn tox rescue |
| --- | --- |
| CN(Cc1ccccc1)C(=O)CSc1n[nH]c(N)n1 | -0.7% |
| Cc1ccc2c(=O)c(C(=O)c3ccc(Cl)cc3)cn(CC(=O)NC3CCCCC3)c2n1 | -2.0% |
| COc1cccc(-c2c[nH]c(=O)[nH]c2=O)c1 | -2.4% |
| CCC(NS(=O)(=O)c1cn(C)nc1C)c1ccccc1 (stereo unspecified) | 6.4% |
| CCc1ccc(C2=C(C)C(N3CCC(C(=O)NCc4ccc(C)o4)CC3)=NS2(=O)=O)cc1 | 6.4% |
| C[C@H](CO)N1C[C@H](C)[C@H](CN(C)C(=O)c2ccccc2F)Oc2ncc(Br)cc2C1=O | 11.5% |
| CCCOc1ccc(-c2cccc(NS(=O)(=O)c3cccs3)c2)nn1 | 0.0% |
| CCN(CC)C(=O)c1sc2c(c1C)c(=O)n(-c1ccc(C)c(C)c1)c(=O)n2CC(=O)Nc1ccc(OC)cc1OC | -13.0% |
| COc1ccc(NC(=O)Cn2c(=O)n(-c3ccc(C)c(C)c3)c(=O)c3c4c(sc32)CCCCC4)cc1Cl | 3.5% |
| C/C(CC(=O)NC12CC3CC(CC(C3)C1)C2)=N\NC(=O)c1ccc(F)cc1 | 16.0% |
| Cc1ccc(C(C)C)c(OCC(=O)Nc2c(C(=O)c3ccccc3)oc3ccccc23)c1 | -2.4% |
| CCCCNC(=O)CN1C(=O)c2c(c3ccccc3n2C)C1c1ccc(OC)cc1 (stereo unspecified) | 6.1% |

Quoted at random: seven records from the list, in no set order.
| SMILES | aSyn tox rescue |
| --- | --- |
| C[C@H](CO)N1C[C@H](C)[C@H](CN(C)C(=O)c2ccccc2F)Oc2ncc(Br)cc2C1=O | 11.5% |
| Cc1ccc(C(C)C)c(OCC(=O)Nc2c(C(=O)c3ccccc3)oc3ccccc23)c1 | -2.4% |
| CCN(CC)C(=O)c1sc2c(c1C)c(=O)n(-c1ccc(C)c(C)c1)c(=O)n2CC(=O)Nc1ccc(OC)cc1OC | -13.0% |
| COc1ccc(NC(=O)Cn2c(=O)n(-c3ccc(C)c(C)c3)c(=O)c3c4c(sc32)CCCCC4)cc1Cl | 3.5% |
| Cc1ccc2c(=O)c(C(=O)c3ccc(Cl)cc3)cn(CC(=O)NC3CCCCC3)c2n1 | -2.0% |
| CCc1ccc(C2=C(C)C(N3CCC(C(=O)NCc4ccc(C)o4)CC3)=NS2(=O)=O)cc1 | 6.4% |
| CCC(NS(=O)(=O)c1cn(C)nc1C)c1ccccc1 (stereo unspecified) | 6.4% |

Later entries.
| SMILES | aSyn tox rescue |
| --- | --- |
| CC(=O)c1ccc(NC(=O)CSc2nc(=O)n(Cc3ccncc3)c3c2CCC3)cc1 | -0.2% |
| CC(C)(C)C(=O)NNC(=O)c1cc2sccc2s1 | 6.2% |
| COc1ccc(N2CCN(C(=O)[C@@H](NC(=O)c3ccccc3Cl)C(C)C)CC2)cc1 | 6.9% |
| O=C(OC1C2C=CC1C1C(=O)NC21)c1ccccc1 (stereo unspecified) | 4.7% |
| COc1cc(/C=N/NC(=O)C23CC4CC(CC(C4)C2)C3)cc(Br)c1O | -1.1% |
| O=C(NNC(=O)c1ccc(NC(=O)c2ccccc2)cc1)c1ccccc1 | -8.3% |
| C[C@@H]1CN([C@@H](C)CO)S(=O)(=O)c2ccc(Br)cc2O[C@H]1CN(C)Cc1ccncc1 | 7.8% |
| COc1ccc(C=Cc2ccc3ccccc3n2)c(OC)c1 | -21.6% |
| O=C(NC(Cc1c[nH]c2ccccc12)C(=O)O)c1cccc(S(=O)(=O)N2CCCCC2)c1 (stereo unspecified) | 0.6% |
| CCC(C)(C)NC(=O)CN(CC1CCCO1)C(=O)CNS(=O)(=O)c1ccccc1 (stereo unspecified) | 6.3% |
| Cc1ccc(C)c(N2CCN(C(=O)c3ccc(CS(=O)(=O)c4ccc(Br)cc4)o3)CC2)c1 | ? |
| CCOc1ccc(-c2cc(C(=O)NCc3ccc(C)cc3)c3ccccc3n2)cc1 | -5.2% |
| C=CCSc1nc2c(C(=O)OCC)nnn2c2ccccc12 | 2.8% |
| COc1ccccc1N(CC(=O)Nc1ccccc1C(=O)N1CCCC1)S(C)(=O)=O | 6.6% |
| CNC(=O)c1sc2ncccc2c1-n1cccc1 | -4.7% |
| Cc1nc(NS(=O)(=O)c2ccc(Cl)s2)c2c3c(sc2n1)CCCC3 | 6.6% |
| COc1ccc(C/C(N)=N/OC(=O)CCc2ccccc2)cc1 | -34.7%[inhibitor] |
| COc1ccc(S(=O)(=O)N2CCN(Cc3ccccc3[N+](=O)[O-])CC2)cc1 | -1.7% |
| CCOC(=O)Cn1c(=O)oc2cc(S(=O)(=O)N3CCN(c4cccc(C)c4C)CC3)ccc21 | 8.1% |
| Cc1ccc2c(c1)c(=O)c(C(=O)c1ccncc1)cn2CC(=O)Nc1ccccc1Cl | 0.3% |
| Cc1cccc(N2CCN(S(=O)(=O)c3ccc4c(c3)C(C(C)C)C(=O)N4)CC2)c1C (stereo unspecified) | 0.1% |
| CC1CCCC(C)N1c1nnc(N)s1 (stereo unspecified) | 0.8% |

Only part of the results is shown (hit frequency here may not be typical).
